# Salmonella PhoP GFP – PhoP regulon inhibitors, Salmonella typhi PhoP promoter GFP reporter, confirmatory (AID 1850); Salmonella Typhi PhoP-promoter GFP reporter, fluorescence, 4 h; higher % means a stronger effect; one-dose inhibition, % at 50 µM; IC50 in µM for titrated hits; 0.33% of 310,000 active; in the data active means a potency from the dose series; inconclusive means inhibition mostly from about 25% at the one dose, without a potency; inactive means the rest, 99 in 100 with inhibition below about 19%;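 further: 0% = induced wells with vehicle and 100% = uninduced wells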
# M. tuberculosis – growth inhibition of non-replicating M. tuberculosis (AID 488890); one-dose inhibition, % at 25 µM; IC50 in µM for titrated hits; 0.39% of 320,000 active; Mycobacterium tuberculosis non-replicating, growth inhibition; higher % means a stronger effect; in the data active means a potency from the dose series; inconclusive means inhibition mostly from about 82% at the one dose, without a potency; inactive means the rest, 99 in 100 with inhibition below about 76%;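 further: plate controls were DMSO cells for no effect and high antibiotic wells for full effect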
# H37Rv inhibition – M. tuberculosis growth inhibition, HTS (AID 449762); M. tuberculosis H37Rv growth inhibition, 7H9 media; higher % means a stronger effect; inhibition, % at 25 µM, or IC50 in µM where a hit was titrated; 0.59% of 330,000 active; in the data active means a potency from the dose series; inconclusive means inhibition above about 70% without an active follow-up result;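 further: bacterial growth assessed after seven days of incubation; strong numbers were not always called active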
# VEEV TC-83 Vero – inhibitors of VEEV TC-83 cytopathic effect, confirmation, Vero cells (AID 588727); one-dose inhibition, % at 20 µM; IC50 in µM for titrated hits; 0.13% of 350,000 active; Vero cells, VEEV TC-83 cytopathic effect inhibition; higher % means a stronger effect; in the data active means a potency from the dose series; inconclusive means inhibition mostly from about 14% at the one dose, without a potency; inactive means the rest, 99 in 100 with inhibition below about 12%; further: strong numbers were not always called active
# influenza NS1A – H1N1 influenza NS1A inhibitors, functional cell based assay (AID 504329). NS1A functional cell-based assay, percent inhibition; higher % means a stronger effect. one-dose inhibition, % at 12.5 µM; IC50 in µM for titrated hits. 0.3% of 340,000 active; in the data active means a potency from the dose series; inconclusive means inhibition above about 27% without an active follow-up result; further: strong numbers were not always called active
# VEEV TC-83 Vero 10K pilot screen – recorded beside VEEV TC-83 Vero, whose call it bears; inhibition, %; measured here: 10K pilot screen inhibition
# * hit, by the source's call; i = inactive; ? = inconclusive; nt = no result given.
SMILES,Salmonella PhoP GFP,M. tuberculosis,H37Rv inhibition,VEEV TC-83 Vero,influenza NS1A,others
O=C(O)c1ccc(N2C(=O)CC(N3CCN(c4cccc(C(F)(F)F)c4)CC3)C2=O)cc1 (configuration not stated),-4%,-11%,-1%,i,0%,
Cn1c(-c2ccc(Cl)cc2)cnc1NCc1cc2c(cc1[N+](=O)[O-])OCO2,2%,?,?,i,11%,
O=C(COC(=O)c1ccc(Cl)cc1[N+](=O)[O-])NCc1ccco1,nt,42%,18%,0.1%,-1%,
COc1cc2c(cc1OC)C(C)N(C(=O)c1cc(Cl)nc(Cl)c1)CC2 (configuration not stated),-5%,-7%,4%,i,4%,
CCOC(=O)C(C)(C)Sc1nc2c(cnn2-c2ccc(C)cc2)c(=O)[nH]1,-3%,9%,2%,i,8%,
CCOC(=O)c1c(N)n[nH]c1-c1ccccc1,-13%,1%,-4%,0.3%,3%,
COc1cc(C(=O)NC2CCCc3ccccc32)cc(OC)c1C (configuration not stated),8%,-3%,4%,0.9%,3%,
Cc1ccc(/C=N/N2CCN(C3c4ccccc4-c4ccccc43)CC2)o1,-4%,52%,-3%,3.9%,-16%,
O=[N+]([O-])/C(C(Cl)=C(Cl)Cl)=C(/Sc1ccccc1)N1CCCCC1,6%,23%,-1%,8.7%,4%,
Cc1nccn1CCC(=O)O,-2%,-5%,4%,i,0%,
C=CCOC(=O)C1=C(C)Nc2[nH]c(=O)[nH]c(=O)c2C1c1ccccc1 (configuration not stated),3%,33%,9%,0.6%,3%,
O=C1CS/C(=C/C(=O)c2ccccc2)N1,-8%,-6%,-15%,0.9%,-7%,
Cc1cc(NC(=O)CSc2nc(-c3ccccc3)c(C#N)c(=O)[nH]2)no1,-1%,-5%,-7%,1.3%,-8%,
CCOC(=O)c1cnc2c(OC)cccc2c1N1CCN(c2ccccc2OC)CC1,13%,66%,7%,8.1%,-7%,
COc1ccc(-c2cc(C(=O)NC3CCCC3)c3ccccc3n2)cc1OC,1%,10%,5%,9.1%,-1%,
COc1cc(NC(=O)Cn2nc(C(F)(F)F)c(Br)c2C)cc([N+](=O)[O-])c1,-3%,11%,2%,0.3%,1%,
O=C(Nc1ccc([N+](=O)[O-])cc1Br)c1cc2ccccc2nc1Cl,-11%,-5%,14%,1.3%,-8%,
Cc1cc(Cl)c(S(=O)(=O)Nc2cccc(O)c2)cc1OCC(N)=O,9%,-27%,-6%,1.4%,1%,
CCS(=O)c1ccccc1C(=O)OCC(=O)Nc1cccc(S(=O)(=O)N2CCCCC2)c1 (configuration not stated),nt,17%,2%,2.8%,-5%,
Cc1ccc(C)c(N2CCN(C(=O)c3nn(C)c4c3CS(=O)(=O)c3ccccc3-4)CC2)c1,-5%,30%,8%,7.6%,-4%,
CN(C)/C=N/c1ncn(-c2ncc(C(F)(F)F)cc2Cl)n1,-6%,-15%,-4%,0.1%,0%,
O=C(CNC(=S)N(Cc1ccccc1)Cc1ccccc1F)NCCc1ccccc1,-11%,-4%,6%,1.9%,14%,
Cc1cc(N/N=C/c2ccccc2)nc(N)n1,0%,12%,6%,4.7%,11%,
O=C(O)C1C(C(=O)O)C2(Cl)C(Cl)=C(Cl)C1(Cl)C2(Cl)Cl (configuration not stated),nt,-6%,2%,i,-21%,
CCC(NC(=O)c1ccccc1NC(=O)c1ccccc1)C(=O)O (configuration not stated),-12%,-8%,-4%,0.1%,-11%,
CC(=O)Nc1cccc(C(=O)NC2CCCc3c2cnn3-c2cc(C)cc(C)c2)c1 (configuration not stated),-4%,38%,8%,3.9%,0%,
CCCSc1cc(N)cc([N+](=O)[O-])c1,-8%,7%,51%,i,-8%,
COc1ccccc1NC(=O)Cn1c(=O)oc2ccccc21,-7%,5%,-3%,0.9%,-16%,
COc1cc(NC(=O)CN2C(=O)NC(c3ccccc3)(c3ccccc3)C2=O)c(C)cc1[N+](=O)[O-],-7%,31%,30%,6.0%,2%,
CCOC(=O)c1c(NC(=O)C2CCCO2)sc(C(N)=O)c1C (configuration not stated),9%,14%,-4%,0.9%,7%,VEEV TC-83 Vero 10K pilot screen=2.5
COc1ccccc1CN1CC(C(=O)NCCN2CCNC2=O)CCC1=O (configuration not stated),5%,8%,4%,i,5%,
O=C(O)c1cccc(S(=O)(=O)N2CCc3ccccc3C2)c1,-1%,3%,-2%,0.7%,-8%,
CC1(C)Cc2c(C#N)c(SCc3ccccc3)nc(N3CCOCC3)c2CO1,-8%,18%,21%,6.0%,-31%,
CC(C)N(C)Cc1nnnn1CC(=O)N(C)Cc1cccc(Cl)c1,-5%,28%,3%,i,-5%,
COc1ccc2c(CCNC(=O)CN3C(=O)c4ccccc4C3=O)c[nH]c2c1,4%,-14%,-1%,i,0%,
CCCc1cc(Nc2c(C)n(C)n(-c3ccccc3)c2=O)n2c(nc3ccccc32)c1C#N,-12%,38%,-14%,5.0%,-1%,
COc1ccc(NC(=O)N(Cc2ccc(C)cc2)Cc2cccnc2)c(OC)c1,nt,nt,-6%,8.7%,-3%,
COc1ccc(NC(=S)NC(=O)c2csnn2)cc1,11%,44%,14%,1.0%,-6%,
COc1ccc(OC)c(C2=NOC(C(=O)NCc3ccco3)C2)c1 (configuration not stated),-5%,4%,-5%,3.0%,-2%,
Cc1ccc(S(=O)(=O)N/N=C\c2cn(-c3ccccc3)nc2-c2ccccc2)cc1,1%,-2%,6%,2.5%,5%,

# Ordered by molecular weight (lowest first): some entries from above
SMILES,Salmonella PhoP GFP,M. tuberculosis,H37Rv inhibition,VEEV TC-83 Vero,influenza NS1A,others
CCCSc1cc(N)cc([N+](=O)[O-])c1,-8%,7%,51%,i,-8%,
COc1ccc(NC(=S)NC(=O)c2csnn2)cc1,11%,44%,14%,1.0%,-6%,
COc1ccccc1NC(=O)Cn1c(=O)oc2ccccc21,-7%,5%,-3%,0.9%,-16%,
O=C(O)c1cccc(S(=O)(=O)N2CCc3ccccc3C2)c1,-1%,3%,-2%,0.7%,-8%,
CN(C)/C=N/c1ncn(-c2ncc(C(F)(F)F)cc2Cl)n1,-6%,-15%,-4%,0.1%,0%,
CCOC(=O)c1c(NC(=O)C2CCCO2)sc(C(N)=O)c1C (configuration not stated),9%,14%,-4%,0.9%,7%,VEEV TC-83 Vero 10K pilot screen=2.5
COc1ccc(OC)c(C2=NOC(C(=O)NCc3ccco3)C2)c1 (configuration not stated),-5%,4%,-5%,3.0%,-2%,
COc1ccccc1CN1CC(C(=O)NCCN2CCNC2=O)CCC1=O (configuration not stated),5%,8%,4%,i,5%,
COc1ccc2c(CCNC(=O)CN3C(=O)c4ccccc4C3=O)c[nH]c2c1,4%,-14%,-1%,i,0%,
O=C(O)C1C(C(=O)O)C2(Cl)C(Cl)=C(Cl)C1(Cl)C2(Cl)Cl (configuration not stated),nt,-6%,2%,i,-21%,
CC1(C)Cc2c(C#N)c(SCc3ccccc3)nc(N3CCOCC3)c2CO1,-8%,18%,21%,6.0%,-31%,
Cc1ccc(S(=O)(=O)N/N=C\c2cn(-c3ccccc3)nc2-c2ccccc2)cc1,1%,-2%,6%,2.5%,5%,
O=C(CNC(=S)N(Cc1ccccc1)Cc1ccccc1F)NCCc1ccccc1,-11%,-4%,6%,1.9%,14%,
COc1cc(NC(=O)CN2C(=O)NC(c3ccccc3)(c3ccccc3)C2=O)c(C)cc1[N+](=O)[O-],-7%,31%,30%,6.0%,2%,

# Returning to the listing, starting two compounds before the break.
SMILES,Salmonella PhoP GFP,M. tuberculosis,H37Rv inhibition,VEEV TC-83 Vero,influenza NS1A,others
COc1ccc(OC)c(C2=NOC(C(=O)NCc3ccco3)C2)c1 (configuration not stated),-5%,4%,-5%,3.0%,-2%,
Cc1ccc(S(=O)(=O)N/N=C\c2cn(-c3ccccc3)nc2-c2ccccc2)cc1,1%,-2%,6%,2.5%,5%,
CCOc1ccccc1CN1CCN(S(C)(=O)=O)CC1,-4%,4%,-2%,1.2%,0%,
O=c1[nH]c(/C=C/c2ccc(Br)cc2)nc2c1cnn2-c1ccccc1,-24%,-8%,1%,nt,nt,
Cc1sc2nc(CC(N)=O)[nH]c(=O)c2c1-c1ccccc1,-2%,-10%,-4%,2.0%,1%,
CN(C)S(=O)(=O)c1cccc(NC(=O)c2ccc(COc3ccccc3)cc2)c1,-4%,5%,4%,0.8%,-18%,
Cc1cc(C(=O)N/N=C2\CC(=O)CC(C)(C)C2)n[nH]1,-5%,-20%,-12%,0.7%,-2%,
C[C@H](NC(=O)c1ccccc1)C(=O)N1CCC2(CC1)NCCc1[nH]cnc12,9%,-2%,-2%,3.3%,-4%,
CCOC(=O)CNc1nc(Oc2ccc(=O)n(C)n2)nc(N(CC)CC)n1,4%,-25%,5%,0.5%,-9%,
CCOc1cc(C(=O)Nc2ccc(S(=O)(=O)N3CCOCC3)cc2)cc(OCC)c1OCC,-11%,-2%,4%,2.3%,-6%,
O=C(Nc1cccc([N+](=O)[O-])c1)N1CCCc2ccccc21,-4%,37%,9%,i,2%,
O=C(CSc1cn(CC(=O)N2CCCCCC2)c2ccccc12)NCC1CCCO1 (configuration not stated),-2%,70%,2%,1.0%,-2%,
CCC(C)NC(=O)Cn1cc(S(=O)(=O)N2CCCC2)c(S(=O)(=O)N2CCCC2)c1 (configuration not stated),-3%,1%,-1%,i,7%,
Cc1onc(-c2c(F)cccc2Cl)c1C(=O)N1CCOC12CCCCC2,-1%,24%,14%,0.1%,2%,
CCOc1ccc(CCN2C(=O)C(=O)N([C@@H](CC(C)C)CN3CCC[C@@H]3CN3C(=O)C(=O)NC[C@@H]3Cc3ccccc3)C[C@@H]2Cc2ccc(O)cc2)cc1,nt,nt,nt,i,-2%,
COc1ccc2c(c1OC)C(=O)N1N=C(c3ccc(F)cc3)CC21 (configuration not stated),-1%,43%,7%,2.3%,4%,
Cn1ncc(Br)c1C(=O)N/N=C/c1cccc(OC2CSC2)c1,-8%,24%,-1%,1.3%,14%,
COc1ccc(N2C(=O)CC(NCc3ccncc3)C2=O)cc1 (configuration not stated),-6%,-12%,-1%,0.1%,30%,
O=C(O)C1CCCN(S(=O)(=O)c2ccc(F)cc2)C1 (configuration not stated),-13%,-2%,-13%,2.9%,1%,
CCS(=O)(=O)c1ccc(S(=O)(=O)CC)s1,9%,1%,1%,0.7%,6%,
CN1CCN(S(=O)(=O)c2ccc(N)cc2)CC1,-3%,nt,-5%,i,3%,
COc1cc(CCCN2CCNC[C@@H]2Cc2ccc(O)cc2)cc(OC)c1OC,-10%,-6%,6%,i,2%,VEEV TC-83 Vero 10K pilot screen=1.0
Cc1ccccc1CN(c1ccc(C(=O)Nc2cccnc2)cc1)S(C)(=O)=O,1%,1%,-4%,0.7%,-4%,
CC(Sc1nnc2ccccn12)C(=O)Nc1ccc2c(c1)OCCO2 (configuration not stated),-2%,-13%,-11%,0.6%,4%,
CC(Sc1nnc(C2CC2)n1C1CC1)C(=O)Nc1cccc(S(=O)(=O)N(C)C)c1 (configuration not stated),nt,8%,1%,0.6%,-9%,
COCCN1CCC(CNCc2cn(-c3cc(C)ccc3C)nc2-c2ccccc2)C1 (configuration not stated),-8%,29%,11%,1.9%,19%,
COc1ccc(Nc2nc(N)nc(CSC(=S)N3CCN(c4ccccc4)CC3)n2)cc1,-11%,17%,9%,7.7%,15%,
COc1cccc(NC(=O)c2ccc(S(=O)(=O)N3CCCCC3)cc2)c1,nt,nt,-4%,5.2%,1%,
Cc1cc(C(=O)OCCO)c(C#N)c(N)n1,-16%,2%,0%,0.3%,3%,
CCCCn1c(O)c(/C=N/NC(=O)c2ccncc2)c(=O)[nH]c1=O,-2%,nt,?,?,-8%,
CCC1CCCCN1C(=O)COc1ccc2c3c(c(=O)oc2c1)CCC3 (configuration not stated),nt,16%,0%,0.4%,-4%,
CC(=O)NC1C(=O)N(CC(C)C)c2ccccc21 (configuration not stated),-9%,4%,-4%,i,-11%,
O=C(NCc1ccccn1)c1ccccc1OCc1ccc(Cl)cc1Cl,nt,40%,7%,6.5%,-15%,
CCOc1ccccc1C(=O)OCC(=O)Nc1cccc(S(=O)(=O)N2CCCC2)c1,nt,23%,12%,2.4%,-19%,
COc1ccc(Cl)cc1N(C(=O)c1ccco1)C(C(=O)NC1CCCC1)c1cccnc1 (configuration not stated),4%,9%,-1%,1.9%,9%,
CC(=N/O)/C(=N\O)c1ccc(C)o1,-1%,21%,-3%,1.2%,16%,
O=c1[nH]c2ccc(NCc3ccc(F)cc3)cc2[nH]1,1%,20%,2%,1.7%,8%,

# Bioassay records from PubChem.
